High-throughput results deposited in PubChem BioAssay by several laboratories.
Rpn11 block – blocks the human proteasome subunit Rpn11; O00487; human 26S proteasome, Ub4-pepOG fluorescence polarization; 20S core pre-blocked with epoxomicin; calls only at 20 µM; 360,000 tested, 0.59% active; AID 588493;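 active = inhibition at 20 µM, scaled to each plate's controls, above about 33%, limit read from the data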
TbMetRS inhib – Trypanosoma brucei MetRS inhibition; purified T. brucei MetRS, ATP depletion, Kinase-Glo luminescence; inhibition, % at 11.9 µM; 360,000 tested, 0.4% active;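 active = inhibition above a per-plate cutoff of the control wells' mean inhibition plus 3 SD, cut at about 5.5% in these data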;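 note: 0% = DMSO wells median and 100% = median of wells with control inhibitor compound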
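assay system = parasite MetRS enzyme | timing = 15 min preincubation, 2 h reaction, all 25 °C | evaluation = percent inhibition relative to median high and low control wells | medium = HEPES buffer containing pyrophosphatase, BSA, spermine, DTT | compound = single dose, 11.9 µM final nominal, 0.9% final DMSO | detection = Kinase-Glo luminescence, ATP depletion format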
LMPTP block – LMPTP (human) inhibition. recombinant LMPTP-A, OMFP fluorogenic substrate, fluorescence intensity. inhibition, % at 20 µM. 360,000 tested, 0.22% active;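 active = compounds that cut the enzyme signal by at least half of the control window in the single-dose screen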;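 note: plate controls were DMSO wells with enzyme plus substrate for no effect and substrate without enzyme for full effect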
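Material: LMPTP-A; amount: 0.625 nM enzyme; doses: single 20 µM dose; times: reaction 50 min, room temperature, dark; technique: fluorescence intensity of OMFP turnover product; benchmarks: no-enzyme and uninhibited controls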
SUMO1-SIM PPI – alters human SUMO1 binding to SIM partners. P63165. SUMO1 binding to a labelled peptide, TR-FRET, 1 h. inhibition, % at 20 µM. 360,000 tested, 0.33% active. AID 602429; in the data active = inhibition above about 37%
Target sequence (P63165 whole entry, looked up): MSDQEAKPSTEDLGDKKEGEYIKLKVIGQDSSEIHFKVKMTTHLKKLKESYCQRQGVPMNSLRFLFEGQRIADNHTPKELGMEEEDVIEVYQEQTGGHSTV
NadD inh – inhibitors of Staphylococcus aureus NadD; purified NadD enzyme, colorimetric absorbance read-out; inhibition, % at 20 µM; 360,000 tested, 0.78% active; in the data active = inhibition above about 26%; note: some compounds past the cut are filed as inactive
MsrA inhibitor – bovine MsrA inhibition; AID 651718; purified bovine MsrA, absorbance read-out; inhibition, % at 15.5 µM; 360,000 tested, 0.75% active; in the data active = inhibition above about 4.5%;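 note: 0% = vehicle wells with enzyme and 100% = reference inhibitor wells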
CSN deneddyl inh – inhibitors of human CSN-mediated cullin deneddylation; 360,000 tested, 0.38% active; Purified CSN, SCF-Nedd8-OG deneddylation, fluorescence polarization; Q92905; inhibition, % at 12.5 µM; AID 651999;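 active = pattern-corrected inhibition above about 35%, with an unprinted fluorescence ratio check between 0.5 and 1.5, limit read from the data, passing the limit was not always enough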;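 note: 0% = enzyme with substrate and 100% = substrate without enzyme; some results filed as inactive read as strong as hits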
Target sequence (Q92905 whole entry, looked up, one chain of several): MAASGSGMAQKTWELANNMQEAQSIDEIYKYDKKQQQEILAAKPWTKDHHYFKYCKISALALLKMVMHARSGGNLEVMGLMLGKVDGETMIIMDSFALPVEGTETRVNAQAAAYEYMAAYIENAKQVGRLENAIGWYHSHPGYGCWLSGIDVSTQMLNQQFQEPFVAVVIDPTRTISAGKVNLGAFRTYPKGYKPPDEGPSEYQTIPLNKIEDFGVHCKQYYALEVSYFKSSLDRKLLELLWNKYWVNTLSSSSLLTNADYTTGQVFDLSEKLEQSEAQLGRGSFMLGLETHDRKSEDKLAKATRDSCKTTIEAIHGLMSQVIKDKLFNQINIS
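assay system = purified human Csn5 enzyme expressed in HEK293T cells | amount = 0.24 nM enzyme | buffer or medium = Tris/NaCl/DTT buffer, pH 7.5 | reagent = 10 nM SCFSkp2-Nedd8OG | compound = one concentration, 12.5 µM, 0.25% DMSO | times = 90 min reaction at room temperature | signal = FP | read-out basis = % inhibition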
STEP block – blocks human striatal-enriched tyrosine phosphatase; P54829; recombinant STEP, OMFP fluorogenic substrate, fluorescence; inhibition, % at 20 µM; 360,000 tested, 0.25% active; AID 588621;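 active = inhibition at 20 µM, scaled per plate between control wells, above about 37%, limit read from the data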;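 note: 0% = DMSO with enzyme and substrate and 100% = substrate only without enzyme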
Target sequence (P54829 whole entry, looked up): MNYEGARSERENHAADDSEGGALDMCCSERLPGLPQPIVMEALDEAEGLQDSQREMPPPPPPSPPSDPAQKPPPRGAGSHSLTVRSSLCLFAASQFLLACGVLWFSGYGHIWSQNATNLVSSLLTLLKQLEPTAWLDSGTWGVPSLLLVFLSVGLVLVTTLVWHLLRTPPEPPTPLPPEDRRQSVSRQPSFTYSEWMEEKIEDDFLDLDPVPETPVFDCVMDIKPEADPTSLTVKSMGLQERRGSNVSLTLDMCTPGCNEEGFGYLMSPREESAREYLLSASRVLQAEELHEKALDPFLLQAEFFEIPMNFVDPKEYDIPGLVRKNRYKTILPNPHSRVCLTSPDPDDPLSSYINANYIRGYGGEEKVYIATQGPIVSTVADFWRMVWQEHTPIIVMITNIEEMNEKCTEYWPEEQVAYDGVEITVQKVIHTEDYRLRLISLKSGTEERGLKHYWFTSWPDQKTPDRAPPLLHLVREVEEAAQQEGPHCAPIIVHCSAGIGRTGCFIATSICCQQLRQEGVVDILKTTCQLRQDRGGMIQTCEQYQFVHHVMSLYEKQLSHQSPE
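Test system: STEP tyrosine phosphatase / Reagent: OMFP at 25 µM / Doses: 20 µM, 1% DMSO / Read-out: percent inhibition scaled to no-enzyme and uninhibited-enzyme controls, plate-pattern corrected / Detection: FITC-channel fluorescence of OMFP product / Medium: Bis-Tris buffer pH 6.0, 2.5 mM DTT, 0.005% Tween 20 / Schedule: 20 min at room temperature, dark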
DNMT1 block – DNMT1 (human) enzyme inhibition; 360,000 tested, 0.83% active; P26358; inhibition (reported as % activation of signal), % at 10 µM; DNMT1 molecular beacon, Hinp1I cleavage, fluorescence; in the data active = inhibition above about 50%
Scp1 inh – Scp-1 (human) phosphatase inhibition; Q9GZU7; Recombinant Scp1, phosphopeptide, malachite green phosphate absorbance; inhibition, % at 20 µM; 340,000 tested, 0.88% active; AID 493091;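 active = inhibition above about 50% at 20 µM, limit read from the data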;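 note: plate controls were DMSO wells with enzyme for no effect and wells lacking enzyme for full effect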
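Material: truncated SCP-1 phosphatase (76-261aa) / Buffer or medium: 50 mM Tris acetate pH 5.5, 0.005% Tween-20, 10 mM MgCl2 / Compound dosing: one concentration, 20 µM, with 1.0% DMSO / Incubation: 45 min room-temperature reaction, 5 min colour, 30 min stabiliser / Detection: colorimetric free-phosphate detection, absorbance 630 nm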
Active calls of the source: *; i = inactive; . = no result given.

MsrA inhibitor | NadD inh | LMPTP block | Scp1 inh | Rpn11 block | DNMT1 block | CSN deneddyl inh | STEP block | SUMO1-SIM PPI | TbMetRS inhib | SMILES
3.3 | 1 | 0.9 | -8 | i | -1 | -1 | 1 | -10 | -1.0 | COc1ccc2ccccc2c1/C=N/NC(=O)c1ccccc1F
-0.6 | 4 | -1.0 | -11 | i | 1 | -1 | 2 | -1 | 1.2 | Nc1ccccc1C(=O)NC1CCCCNC1=O (stereo not drawn)
0.0 | -5 | -0.5 | -4 | i | 2 | 3 | 1 | -4 | -0.3 | Cc1ccc(CCNC(=O)CC(C)CC2=NS(=O)(=O)c3ccccc3N2)cc1 (stereo not drawn)
0.9 | -2 | 0.0 | 5 | i | 0 | -1 | 0 | 30 | -0.4 | CC(NC(=O)CN(C)S(=O)(=O)c1cnc[nH]1)c1ccccc1 (stereo not drawn)
-0.6 | 0 | -1.4 | -4 | i | -2 | 2 | 5 | -27 | -0.4 | CCN(C(=O)COC(=O)c1ccc([N+](=O)[O-])o1)C1CCCCC1
1.5 | -6 | 1.1 | -7 | i | -7 | -7 | 0 | 3 | -0.7 | Cn1c(C(=O)NCCc2c[nH]c3ccccc23)cc2sccc21
2.9 | -1 | -1.7 | -1 | i | -4 | -3 | 4 | -1 | 0.1 | CCNC(=O)c1oc2c(c1C)C(=O)CC(C)(C)C2
0.6 | -3 | -0.1 | -12 | i | 5 | 2 | 3 | 4 | 0.0 | CN(C(=O)COC(=O)C(Cc1ccccc1)NC(=O)c1ccccc1)c1ccccc1 (stereo not drawn)
0.9 | 9 | -2.3 | -1 | i | 0 | 2 | -1 | -9 | -0.4 | CC(C)NC(=O)/C(C#N)=C\c1ccc(N(C)C)c(Br)c1
1.5 | -5 | -0.7 | -2 | i | 8 | -13 | -1 | 1 | -0.1 | CC(C)CNC(=S)Nc1ccc(S(N)(=O)=O)cc1
-0.4 | -6 | 1.4 | -12 | i | -3 | 0 | 0 | 1 | 0.2 | CCOc1ccc(N(CC(=O)NC2CCCC2)C(=O)CSc2nnc(COc3ccccc3)o2)cc1
-1.1 | 0 | 0.5 | -7 | i | 0 | 1 | 0 | 6 | 0.2 | Cc1cc(=O)[nH]c(SCC(=O)Nc2ccc(Br)cc2)n1
-1.1 | -4 | -0.2 | -3 | i | -1 | -1 | 0 | 1 | -0.6 | Cc1ccc(CNC(=O)COC(=O)CCOc2ccc(C)cc2)cc1
0.1 | -15 | 1.5 | -4 | i | -2 | 7 | 2 | 3 | -1.1 | CCOC(=O)c1sc(NC(=O)CCN2CCC(C)CC2)c(C(=O)OCC)c1C
-0.6 | 1 | -0.2 | 3 | i | -1 | 0 | -1 | 56* | -1.8 | CCOC(=O)C1=C(C)N(C)C(=O)NC1c1cccc(O)c1 (stereo not drawn)
-1.1 | -3 | -1.6 | 55* | i | 2 | -5 | -4 | -2 | -0.5 | Cc1ccc[n+](CC(=O)Nc2cc(C(F)(F)F)ccc2N2CCOCC2)c1
0.7 | 0 | -0.8 | -4 | i | 4 | -13 | 0 | 1 | -0.6 | COc1cccc(CN2CCN(Cc3ccc(OC)c(OC)c3)CC2CCO)c1 (stereo not drawn)
-0.7 | 11 | 1.0 | 1 | i | -6 | 0 | 1 | 6 | 1.3 | CN(c1ccccc1)S(=O)(=O)c1ccc(Cl)c(C(=O)Nc2nc3ccccc3[nH]2)c1
1.6 | 0 | 0.2 | -5 | i | 55* | 2 | 0 | -56 | -0.5 | CN(C)CCNC(=O)c1cccc2nc3cccc(F)c3nc12
-1.7 | -2 | 0.1 | -7 | i | -2 | 1 | -1 | 4 | 0.1 | COc1cc(C)c(C(C)C)cc1S(=O)(=O)n1cnc(C)c1
0.5 | -4 | -0.6 | -11 | i | 1 | -2 | 4 | 3 | -0.5 | Cc1[nH]n(-c2ccccc2)c(=O)c1/C=N/n1c(C)nc2ccccc2c1=O
-0.1 | -1 | -0.5 | -7 | i | 0 | -2 | 0 | -3 | 0.3 | COc1ccc(CC(=O)NCC2CCCCC2)cc1OC
-0.9 | 1 | -0.1 | -10 | i | 3 | 0 | 7 | -1 | 0.1 | CC(C)C(NC(=O)c1ccccc1)C(=O)NC1=NCCS1 (stereo not drawn)
0.4 | 3 | 0.5 | -4 | i | 1 | 3 | 2 | 6 | 0.0 | Cc1ccc(CNS(=O)(=O)c2cc3c4c(c2)CCN4C(=O)CC3)cc1
2.0 | -3 | -1.8 | -4 | i | -2 | -2 | 0 | -4 | 0.3 | CCOC(=O)CCc1c(C)c2ccc(OC3CCCCC3=O)c(C)c2oc1=O (stereo not drawn)
. | -1 | 3.3 | -7 | i | -6 | -4 | 2 | -21 | -0.6 | Cc1cc(C)cc(NC2=C(N)C(=O)c3ccccc3C2=O)c1
0.5 | 1 | 1.9 | -10 | i | 0 | 2 | -1 | 3 | -0.2 | O=C(NCCS(=O)(=O)c1ccc(Br)cc1)c1c(F)cccc1F
0.1 | 5 | 0.7 | 4 | i | 0 | -15 | 0 | 1 | -0.5 | CCN(CC)c1ccc(NC(=O)COc2ccccc2C#N)cc1S(=O)(=O)Nc1ccc(OC)cc1
0.2 | -5 | -0.6 | -13 | i | 9 | 10 | 2 | -2 | -0.1 | O=C(/C=C/c1ccccc1O)c1ccccc1
0.3 | -2 | -1.4 | -3 | i | 0 | 3 | -1 | 1 | -0.8 | CCN(CC)CCNC(C(=O)Nc1cccc(C(C)=O)c1)c1ccccc1 (stereo not drawn)
1.6 | 2 | -0.7 | -8 | i | -1 | 1 | 4 | -2 | 0.3 | Cc1ccc(CSc2nnc(Cn3c(=O)sc4ccccc43)n2C)cc1
-0.1 | 5 | 0.1 | . | i | -1 | 1 | 2 | 4 | -0.1 | COc1ccccc1-c1cnc(C(O)c2c(C)cccc2C)[nH]1 (stereo not drawn)
0.7 | -4 | -1.3 | -5 | i | -17 | 0 | 2 | 0 | -0.8 | C[C@H](NC(=O)Cn1cncn1)c1ccccc1
1.6 | -1 | 1.5 | 25 | i | 29 | 0 | 3 | -4 | 0.2 | Cc1cc(=O)oc2c(CN3CC(C)OC(C)C3)c(O)c(Cl)cc12 (stereo not drawn)
0.1 | -12 | 1.4 | -3 | i | -2 | 7 | 1 | 1 | -0.5 | COc1ccccc1NC(=O)N1CCC(C(=O)c2ccc(Cl)cc2)CC1
1.7 | 2 | 5.1 | 5 | i | -5 | -1 | 5 | 3 | 0.6 | CCOC(=O)C1CCN(c2ncnc3c2oc2ccc(Br)cc23)CC1
1.0 | 5 | 0.3 | -2 | i | 0 | -3 | 8 | -3 | -0.1 | CCn1c2c(c3cc(C(=O)O)ccc31)CCCC2=O
-1.4 | -7 | -1.5 | -4 | i | -2 | -1 | 0 | 4 | -0.1 | Cn1c(CSCC(=O)Nc2ccccc2)nnc1SCc1ccccc1
1.1 | 6 | -1.0 | -7 | i | 3 | -7 | -4 | 37 | -1.0 | CCOC(=O)c1c(C)nc2sc3c(c2c1-c1ccc(OC)cc1)NC(c1ccc(OC)cc1)NC3=O (stereo not drawn)
1.5 | -1 | -2.3 | -6 | i | 1 | 1 | -1 | 3 | 0.2 | COCCNc1nc2c(c(=O)n(C)c(=O)n2C)n1Cc1cccc(C)c1
0.6 | 7 | 0.0 | 3 | i | 2 | 0 | 1 | -2 | -1.2 | CN(C(=O)c1cccnc1)c1nc(-c2ccccc2)cs1
0.9 | 0 | -1.0 | . | i | 2 | 2 | 4 | 1 | -1.2 | O=C1CN(CN2CCCCC2)C(=O)CN1CN1CCCCC1
-0.2 | -6 | 0.0 | -2 | i | -1 | -1 | 1 | 2 | -0.6 | O=C(Nc1cc(S(=O)(=O)N2CCOCC2)ccc1OCC(F)(F)F)C1=COCCO1
0.6 | -2 | -0.1 | -10 | i | 0 | -6 | 0 | 1 | 0.2 | CCC1CCc2c([nH]c3ccccc3c2=O)O1 (stereo not drawn)
-0.2 | -5 | 0.0 | -4 | i | -2 | -4 | 0 | -2 | 0.2 | COc1ccc(N(C)S(=O)(=O)c2cccc(C(=O)N(C)Cc3ccc(C)o3)c2)cc1
1.0 | 7 | 3.2 | -6 | i | -3 | -3 | 0 | 7 | -0.2 | COc1cc2c(cc1OC)C(=O)N1[C@H]3c4cc(Cl)ccc4OC[C@@H]3[C@H](c3ccccc3)[C@]1(C)C(=O)N2
0.3 | -1 | -1.5 | -3 | i | 4 | -3 | -3 | -21 | 0.2 | O=C(CSc1ncn[nH]1)Nc1c(Br)cc([N+](=O)[O-])cc1Br
0.1 | -2 | 1.4 | -8 | i | -3 | -1 | 4 | -24 | -0.2 | CC(=O)N1CCN(c2ccc(NC(=O)c3ccc([N+](=O)[O-])cc3)cc2)CC1
-1.3 | 11 | -1.6 | 0 | i | 3 | -2 | 0 | 5 | -0.7 | Cc1occc1-c1nnc(SCC(=O)c2ccccc2)n1CC1CCCO1 (stereo not drawn)
-1.7 | 15 | 0.2 | -1 | i | 0 | 6 | -4 | -1 | 0.6 | Cc1ccc(/C=N/n2c(-c3ccc(Cl)cc3)n[nH]c2=S)s1
-0.6 | -4 | 4.7 | -4 | i | -8 | 1 | -2 | -21 | -0.6 | O=C(CCCN1C(=O)/C(=C/c2ccccc2Cl)SC1=S)Nc1cccnc1
0.1 | -3 | -1.4 | 1 | i | 2 | 6 | -1 | 1 | -1.1 | COc1ccc(NC(=O)N(C)C[C@H]2Oc3ccc(NC(=O)C4CC4)cc3CC(=O)N([C@@H](C)CO)C[C@@H]2C)cc1

Three compounds already listed, ordered by the number in MsrA inhibitor, smallest number first:
MsrA inhibitor | NadD inh | LMPTP block | Scp1 inh | Rpn11 block | DNMT1 block | CSN deneddyl inh | STEP block | SUMO1-SIM PPI | TbMetRS inhib | SMILES
-0.6 | 1 | -0.2 | 3 | i | -1 | 0 | -1 | 56* | -1.8 | CCOC(=O)C1=C(C)N(C)C(=O)NC1c1cccc(O)c1 (stereo not drawn)
1.5 | -1 | -2.3 | -6 | i | 1 | 1 | -1 | 3 | 0.2 | COCCNc1nc2c(c(=O)n(C)c(=O)n2C)n1Cc1cccc(C)c1
1.6 | -1 | 1.5 | 25 | i | 29 | 0 | 3 | -4 | 0.2 | Cc1cc(=O)oc2c(CN3CC(C)OC(C)C3)c(O)c(Cl)cc12 (stereo not drawn)
